CCT chaperon mod: modulators of cytosolic chaperonin (CCT/TRiC) activity | activity change, % (concentration not given with the values), hits read low | actives 0.3% (n = 360,000) | purified chaperonin ATPase assay, HTRF ADP detection, 30 min; in the data active means activity change below about -30%; further: on the % scale 0 is the no-effect control and ±100 the full control effect
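We incubate TRiC, 40 or 20 nM final, with library compounds at 76 uM and 10 uM ATP for 30 min at 37 °C. ADP formed is detected with Transcreener HTRF reagents after 30 min at room temperature.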
Abeta yeast res: restores growth of yeast expressing A-beta42 peptide | yeast expressing A-beta42, growth rescue, OD600, 48 h; response scale: 0% DMSO, 100% iron-clioquinol control | actives 0.063% (n = 410,000) | Potency, µM (series often up to 46.1 µM), without a hit: at the top dose growth rescue, actives largely listed as activators; further: potency means the concentration at half of the fitted maximal effect; nearly all actives have a fitted effect of over 55% in size
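Growth rescue measured by 600 nm absorbance after 48 h yeast culture at 30 C with compound. Values normalized between DMSO and an equimolar ferric chloride plus clioquinol control.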
TGFb inhibitor: blocks TGF-b signaling. HepG2 CAGA-GFP TGF-b/SMAD3 reporter, GFP fluorescence, 18 h; TGF-beta stimulated, 500 pg/mL final. Potency, µM (highest dose often 46.1 µM), without a hit: at the top dose activity, negative = inhibition, usual class: inhibitors. actives 1.2% (n = 410,000); further: potency means the concentration at half of the fitted maximal effect; on the % scale 0 is the no-effect control and ±100 the full control effect; nearly all actives have a fitted effect of over 65% in size
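Smad-responsive CAGA-GFP expression was quantified in HEPG2 cells exposed to compounds and 500 pg/mL final TGF-beta for 18 h at 37 degrees C; unstimulated wells defined full inhibition.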
A549 viability: counter-screen for Nrf2 inhibitors: cytotoxicity in A549 cells; A549 ARE-Fluc cells, CellTiter-Fluor viability, 18-24 h; Potency, µM (doses to about 46 µM), for the others: at the highest dose activity change, negative = cytotoxicity, hits mostly inhibitors; actives 0.16% (n = 390,000); AID 504648; further: potency means the concentration at half of the fitted maximal effect; on the % scale 0 is the no-effect control and ±100 the full control effect
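Cytotoxicity counterscreen: CellTiter-Fluor fluorescence was measured in A549 ARE_Fluc cells after 18-24 h of compound exposure in a concentration series. The subsequent BugLite luminescent read reports ARE-luciferase activity.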
Nrf2 ARE act: Nrf2 pathway activation; AREc32 ARE-luciferase reporter (MCF7-derived line), luminescence, 24 h; Potency, µM (titrated, usually from 46.1 µM), inactives show top-dose activation, actives largely listed as activators; actives 0.31% (n = 410,000); further: potency means the concentration at half of the fitted maximal effect; % of control where 0% means no effect; nearly all actives have a fitted effect of over 65% in size
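ARE-driven firefly luciferase activity in AREc32 cells measured after a 24 hr compound exposure at 37 deg C, using Steady-Glo reagent and a 30 min room-temperature hold.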
Akt phos inh: Akt phosphorylation inhibition | activity change, % for hits at 50 µM | AID 651550 | Neuro2A IGF-stimulated pAkt S473 HTRF, 20 min; active compounds read low | actives 0.32% (n = 360,000); in the data active means activity change below about -80%; inconclusive means mostly about -51% to -80%; further: on the % scale 0 is the no-effect control and ±100 the full control effect
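Neuro2A cells (4,500/well, DMEM with 0.5% FBS) were treated with compound at a single 50 µM final concentration, stimulated with 6 nM IGF for 20 min at 37 °C, and lysed. Phospho-Akt Ser473 was read by HTRF as 665/615 ratio ×10^4.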
HepG2 tox: HepG2 cytotoxicity, counter-screen for TGF-b inhibitors | actives 0.76% (n = 410,000) | Potency, µM (series often up to 46.1 µM), without a hit: top-dose activity change, negative = cytotoxicity, usual class: cytotoxic | HepG2 CAGA-GFP viability, ATP luminescence, 18 h | AID 588856; further: potency means the concentration at half of the fitted maximal effect; some results filed as inactive show a strong effect at the top dose
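CellTiter-Glo luminescence gave cytotoxicity after 18 hours at 37 degrees C. The cells were HepG2 CAGA-GFP in 1% FBS DMEM, stimulated with 500 pg/mL TGF-beta after compound addition. %Activity was normalised to no-cell wells (complete cell-killing) and DMSO (no toxicity), and curves were fitted and classified.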
Nrf2 block: inhibitors of Nrf2 signaling | actives 2.1% (n = 360,000) | Potency, µM (highest dose often 46 µM), for the others: top-dose activity change, negative = inhibition, hits mostly inhibitors | A549 ARE-Fluc reporter, luciferase luminescence, 18-24 h; further: potency means the concentration at half of the fitted maximal effect; on the % scale 0 is the no-effect control and ±100 the full control effect; nearly all actives have a fitted effect of over 60% in size
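Cells were seeded and rested 2 h, then exposed to compounds for 18-24 h. CellTiter-Fluor was read first as a viability measure. BugLite was added 15 min before the final luminescent read of ARE-luciferase activity in A549 cells.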
Mm-Cpn inhibitor: inhibitors of Methanococcus maripaludis chaperonin (MmCpn); purified Mm-Cpn ATPase, ADP Transcreener TR-FRET; Potency, µM (doses to about 76.9 µM), inactives show top-dose activity, negative = inhibition, most hits filed as inhibitors; actives 0.031% (n = 330,000); further: potency means the concentration at half of the fitted maximal effect; on the % scale 0 is the no-effect control and ±100 the full control effect; nearly all actives have a fitted effect of over 80% in size
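Measured: ADP formation by purified Mm-CPN. Conditions: 25 nM protein, 10 uM ATP, Tris pH 7.4 with Mg2+, K+ and DTT, 37°C for 30 min. Detection: Transcreener HTRF after 30 min at room temperature.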
The depositor's hits bear a star; i = inactive; ? = inconclusive; · = no result given; & = joins results of further samples; [ ] = dose if it differs, or a comment. Unless noted, the call rests on the fitted dose curve; in most records, active means well fitted curve in the direction sought with a large enough effect; inconclusive means small, poorly fitted or top-dose-only effect, or another doubt; inactive means no such curve, though single readings can be large; an effect the other way counts as inactive or inconclusive. Compounds as they come (roughly 4.3% active in at least one column).

SMILES	CCT chaperon mod	Abeta yeast res	TGFb inhibitor	A549 viability	Nrf2 ARE act	Akt phos inh	HepG2 tox	Nrf2 block	Mm-Cpn inhibitor
NS(=O)(=O)c1ccc(CCNC(=O)c2ccc(C(=O)c3ccccc3)cc2)cc1	-0.1	-12%	3%	1%	-0.5%	i	-49%	-10%	-3%
Cc1ccc(/C=c2\sc3nc(-c4ccccc4Br)nn3c2=O)o1	0.1	9%	-28%	-1%	-0.5%	i	9%	20%	2%
Cc1ccc(CN2C(=O)N/C(=C/c3cc(C)n(-c4ccccn4)c3C)C2=O)cc1	-1.9	1%	7%	2%	3.2%	i	5%	12%	-2%
COc1ccc(C(=O)Nc2nnc(S(=O)(=O)N3CCOCC3)s2)cc1	-3.6	0%&-13%	5%&-30%	1%&2%	-0.3%&0.2%	i	6%&-25%	?	-7%
COc1cc(/C=C2\OC(=O)c3c(OC)cccc32)ccc1O	-4.1	-2%	-3%	?	6.5%	i	2%	·	-8%
O=[N+]([O-])c1ccc(C(=S)N2CCC(Cc3ccccc3)CC2)cc1	0.2	-6%	-17%	?	3.6%	i	-20%	?	3%
O=C(CC(=O)N/N=C/c1ccccc1)NCc1ccccc1	-1.4	0%	-1%	0%	-0.5%[9.22 µM]	i	12%	5%	-8%
CCc1ccc2c(c1)/C(=N/OC)C(=O)N2	-7.1	-5%	-2%	8%	0.7%	i	-3%	-3%	0%
Cc1ccc(NC(=O)C2CCN(c3nc4ccccc4nc3C(F)(F)F)CC2)cc1F	·	-6%	-9%	-19%	4.4%	·	-11%	-19%	·
O=C(CSc1n[nH]c(=O)n1C1CC1)N1N=C(c2ccc(Cl)cc2)CC1c1ccco1 (stereo unspecified)	-2.9	7%	?	-2%	4.7%	i	-24%	?	1%
O=C(Nc1cccc(Cl)c1)Nc1cc(S(=O)(=O)N2CCOCC2)ccc1N1CCCC1	-0.2	2%	-17%	7%	-0.1%	i	-3%	-28%	-21%
CCN=C(NCC)SC1CC(=O)N(c2ccc(OC)cc2)C1=O (stereo unspecified)	-2.8	15%	2%	2%	-0.3%	i	4%	-10%	1%

Next section; the last two above are carried over.
SMILES	CCT chaperon mod	Abeta yeast res	TGFb inhibitor	A549 viability	Nrf2 ARE act	Akt phos inh	HepG2 tox	Nrf2 block	Mm-Cpn inhibitor
O=C(Nc1cccc(Cl)c1)Nc1cc(S(=O)(=O)N2CCOCC2)ccc1N1CCCC1	-0.2	2%	-17%	7%	-0.1%	i	-3%	-28%	-21%
CCN=C(NCC)SC1CC(=O)N(c2ccc(OC)cc2)C1=O (stereo unspecified)	-2.8	15%	2%	2%	-0.3%	i	4%	-10%	1%
O=C(CCc1nc2ccccc2c(=O)[nH]1)Nc1cc(C(F)(F)F)ccc1N1CCOCC1	-2.4	-5%	12%	-2%	0.6%	i	-46%	-14%	2%
N#CC1=C2N=C(N)c3ccccc3N2C2=C(C(=O)CCC2)C1c1ccc(F)cc1 (stereo unspecified)	-2.0	2%	-16%	-2%	0.4%	i	-15%	?	1%
O=C1CC(c2c[nH]c3ccccc23)C(=O)N1 (stereo unspecified)	-0.3	-3%	4%	-4%	-0.3%	i	5%	13%	3%
COc1ccc(CNC(=O)COC(=O)/C=C/c2cccs2)cc1	-1.8	1%	7%	5%	-0.1%	i	5%	-14%	1%
Cc1cc(NC(=O)COC(=O)C2CCN(S(=O)(=O)c3ccccc3)CC2)c([N+](=O)[O-])cc1C	-2.5	-1%	-3%	-5%	-0.7%	i	0%	-2%	-5%
COc1cc(/C=N/NC(=O)c2ccc(-n3cccc3)cc2)ccc1O	-1.6	4%	1%	9%	4.6%	i	-23%	-28%	0%
CCCCCCNc1nc(NCc2ccco2)nc(OCC)n1	3.5	7%	?	5%	6.0%	i	3%	19%	1%
CC1(C)Cc2c(sc(NC(=O)C(=O)N3CCOCC3)c2C#N)CO1	-1.4	14%	-3%	0%	-0.4%	i	0%	15%	4%
O=C(NCCCN1CCN(CCCNC(=O)c2cccc([N+](=O)[O-])c2)CC1)c1cccc([N+](=O)[O-])c1	-2.8	10%	8%	-24%	0.0%	i	4%	-5%	-1%
CCc1nc2ccccc2n1CCCCOc1ccc(Cl)cc1	·	-9%	?	1%	5.0%	·	-53%	?	·
NC(=S)Nc1nc2ccccc2s1	-2.2	-33%[inhibitor]	?	-5%	?	i	8%	?	1%
O=C(CN(Cc1ccc2c(c1)OCO2)C(=O)CNC(=O)c1ccco1)NC1CCCCC1	-2.0	-11%	2%	?	0.2%	i	-1%	-3%	0%
CC1=C(C(=O)N(C)C)CC(CC(=O)NC(c2ccccc2)c2ccccc2)C(=O)N1Cc1ccc(F)cc1 (stereo unspecified)	-0.7	7%	11%	·	0.2%	i	-15%	·	·
COc1ccc2oc(-c3ccc(C)c(NC(=O)Cc4ccc(Cl)cc4)c3)nc2c1	·	-24%	2%	5%	-0.9%	·	-27%	-4%	·
CC(C)(C)SCCNC(=O)Nc1ccccc1	2.5	0%	5%	4%	-0.1%	i	-6%	9%	1%
CC1(c2ccc(OC(F)F)cc2)NC(=O)N(/N=C/c2c(O)ccc3ccccc23)C1=O (stereo unspecified)	1.5	12%	?	3%	5.1%	i	-118%	3%	0%
Cc1ccc(CNC(=O)c2ccc(CS(=O)(=O)c3ccccc3)o2)cc1	1.2	·	0%	-5%	0.1%	i	-12%	1%	2%
NC(=O)c1nn(-c2ccccc2)c(=O)cc1O	2.5	7%	0%	4%	0.4%	i	6%	-6%	-2%
CC1(C)N=C(/C=N/O)CN1O	0.2	15%	6%	-4%	-0.8%	i	11%	·	-6%
CC(=O)Nc1cccc2c1OCCO2	-3.2	11%	-1%	-5%	0.4%	i	-17%	9%	-1%
CN(CC(=O)Nc1ccc(N2CCOCC2)cc1)C(=O)c1ccc(O)c(Cl)c1	-1.9	5%	14%	-1%	-0.4%	i	-1%	1%	1%
CC(Oc1ccc(S(=O)(=O)N2CCCC2)cc1[N+](=O)[O-])C(=O)N(C)c1ccccc1 (stereo unspecified)	2.2	-3%	-25%	13%	0.4%	i	1%	4%	1%
Cc1noc(C)c1NC(=O)Nc1cccc2c1O[C@@H](CN(C)Cc1ccc3c(c1)OCO3)[C@@H](C)CN([C@H](C)CO)C2=O	-0.4	-14%	4%	3%	2.4%	i	-13%	-2%	2%
COc1ccc(C(=O)/C=C/C(=O)N(CC(=O)NC2CCCCC2)Cc2ccc(F)cc2)c(O)c1	1.7	-6%	-8%	1%	0.1%	i	-13%	-9%	-3%

Continued, overlapping the part above by three compounds.
SMILES	CCT chaperon mod	Abeta yeast res	TGFb inhibitor	A549 viability	Nrf2 ARE act	Akt phos inh	HepG2 tox	Nrf2 block	Mm-Cpn inhibitor
CC(Oc1ccc(S(=O)(=O)N2CCCC2)cc1[N+](=O)[O-])C(=O)N(C)c1ccccc1 (stereo unspecified)	2.2	-3%	-25%	13%	0.4%	i	1%	4%	1%
Cc1noc(C)c1NC(=O)Nc1cccc2c1O[C@@H](CN(C)Cc1ccc3c(c1)OCO3)[C@@H](C)CN([C@H](C)CO)C2=O	-0.4	-14%	4%	3%	2.4%	i	-13%	-2%	2%
COc1ccc(C(=O)/C=C/C(=O)N(CC(=O)NC2CCCCC2)Cc2ccc(F)cc2)c(O)c1	1.7	-6%	-8%	1%	0.1%	i	-13%	-9%	-3%
COCCn1c(SCC(=O)Nc2cc(C)on2)nnc1C(C)C	-1.6	-20%	-20%	3%	-0.6%	i	6%	7%	2%
CC(C)(/C=N/O)/[N+]([O-])=C/c1ccccc1C(F)(F)F	-1.7	11%	-24%	-8%	0.1%	i	16%	0%	-3%
O=C(O)/C=C\C(=O)Nc1cccc(C(=O)Nc2cccc(O)c2)c1	-4.7	-3%	13%	0%	4.7%	i	-3%	-1%	0%
O=C1Cc2cc(S(=O)(=O)Nc3cccc(C(F)(F)F)c3)cc3c2N1CCC3	·	6%	-21%	-4%	0.3%	·	-5%	·	·
CN(CCOc1ccccc1)C(=O)CCc1c[nH]c2ccccc12	-0.5	11%	7%	-5%	7.2%	i	-3%	6%	0%
O=C(CC(O)(C(F)(F)F)C(F)(F)F)Nc1ccc(Cl)c(Cl)c1	0.8	-93%[inhibitor]	?	·	-0.8%	i	10µM*	2.9µM*	-21%
O=C(NC1CCS(=O)(=O)C1)c1cccc(S(=O)(=O)N2CCCCCC2)c1 (stereo unspecified)	0.8	4%	-2%	-2%	3.3%	i	-9%	-9%	0%
CC(=O)c1ccc(NC(=O)COc2ccccc2-c2nc(-c3cccc(C)c3)no2)cc1	·	-4%	-5%	6%	2.7%	·	-15%	-16%	·
CCOc1ccc(-n2nc3ccc(NC(=O)COc4ccccc4)cc3n2)cc1	·	-10%	43%[activator]	0%	-1.4%	·	-2%	11%	·
C/C=C/C=C/C(=O)N1CC[C@]23c4ccccc4N[C@H]4N(C)c5cccc6c5[C@]42CCN([C@H]6C2OC2(C)C)[C@H]13 (stereo partly specified)	-0.2	?	?	-6%	-0.6%	i	-36%	1%	1%
CCOc1ccc(OCC(=O)Nc2ccc(S(=O)(=O)Nc3cc(C)on3)cc2)cc1	·	-13%	-4%	-4%	-0.5%	·	-28%	12%	·
O=C(NCCNCCO)C1(C(F)(F)F)CC(CCc2ccccc2)CCCO1 (stereo unspecified)	·	·	4µM*	4%	·	·	-22%	-1%	·
CCC(=O)Nc1ccc2nc(SCCOc3ccccc3)sc2c1	·	-9%	13%	6%	-1.0%	·	-21%	?	·
O=C(CN(Cc1cccs1)C(=O)CNS(=O)(=O)c1ccc(F)cc1)NCc1ccco1	-1.2	16%	31%	10%	-0.5%	i	20%	·	1%
CCCCNC(=O)CSc1nc2ccsc2c(=O)n1C1CCN(C(=O)OCC)CC1	1.1	8%	4%	15%	0.2%	i	-6%	·	0%
